SDO1 yeast rescue: restores growth of sdo1-depleted yeast. S. cerevisiae sdo1-depleted JHY4D growth rescue, OD600 30 h; stronger effect = higher value; pdr5 snq2 efflux-pump mutant strain. z-score at 10 µM. 0.21% of 140,000 active. AID 817;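 active = z-score above 3 at both the 24 hr and the 30 hr optical density reads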;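 note: z-score against mean and SD of all compound wells on the same plate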
INS promoter inh: TRM-6 insulin promoter activity inhibition; TRM-6 cells (human fetal islet line), insulin promoter-eGFP reporter, imaging; reporter expression induced with tamoxifen; inhibition, % at 2 µM; 0.9% of 130,000 active; AID 1273;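 active = inhibition above the mean plus 3 SD, with well images judged a real hit on visual review, cut at about 60% in these data, passing the limit was not always enough; inconclusive = inhibition over the cutoff but images rejected on review; inactive = inhibition not above the cutoff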
SDO1 yeast rescue Rescue 24 h: further read-out of SDO1 yeast rescue, marked with its call; z-score; S. cerevisiae sdo1-depleted JHY4D growth rescue, OD600; measured here: growth rescue at 24 h;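 0 is the plate mean of compound wells and units are plate SD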
* hit, by the source's call.

How did Cc1nc2ccc(S(=O)(=O)NC(C(=O)Nc3nc4ccc(Cl)cc4s3)C(C)C)cc2s1 (stereo not given) do in these assays?
SDO1 yeast rescue: -0.48; SDO1 yeast rescue Rescue 24 h: -0.39

What do the screens show for `CCN(CC(=O)NC(C)C)Cc1nc2sc3c(c2c(=O)[nH]1)CCC3`?
SDO1 yeast rescue: -0.37; INS promoter inh: 8; SDO1 yeast rescue Rescue 24 h: -0.14

Results for CCOC(=O)N1CCN(S(=O)(=O)c2c(C)nn(C)c2C)CC1 ?
SDO1 yeast rescue: 0.1; SDO1 yeast rescue Rescue 24 h: -0.5

How did CC(NC(=O)Cn1ncc(Cl)c(Cl)c1=O)C12CC3CC(CC(C3)C1)C2 (stereo not given) do in these assays?
SDO1 yeast rescue: -0.62; INS promoter inh: -29; SDO1 yeast rescue Rescue 24 h: -0.11

What do the screens show for `COc1cccc(NS(=O)(=O)c2ccc3[nH]cc(C(=O)NCCC(C)C)c(=O)c3c2)c1`?
SDO1 yeast rescue: -0.34; SDO1 yeast rescue Rescue 24 h: 0.1

How did Oc1ccc(C2=NNC(=NCc3ccc4c(c3)OCO4)SC2)c(O)c1 do in these assays?
SDO1 yeast rescue: 1; INS promoter inh: -14; SDO1 yeast rescue Rescue 24 h: 0.89

How did O=C(CCS(=O)(=O)c1ccc(Br)cc1)N1CCN(c2ccc(Cl)cc2)CC1 do in these assays?
SDO1 yeast rescue: -0.49; INS promoter inh: -37; SDO1 yeast rescue Rescue 24 h: -0.78

What do the screens show for `Cc1cc(C(=O)CSc2nnc(N)s2)c(C)n1-c1c(C)n(C)n(-c2ccccc2)c1=O`?
SDO1 yeast rescue: -0.37; INS promoter inh: 27; SDO1 yeast rescue Rescue 24 h: -0.69

How did Cc1ccc(S(=O)(=O)NCCCN2CCOCC2)c(C)c1 do in these assays?
SDO1 yeast rescue: -0.28; INS promoter inh: -10; SDO1 yeast rescue Rescue 24 h: -0.8

What do the screens show for `OCC[C@@H]1C[C@@H](O)[C@H](O)[C@]2(CCCCO2)O1`?
SDO1 yeast rescue: -0.55; INS promoter inh: 40; SDO1 yeast rescue Rescue 24 h: -0.62

What do the screens show for `Cc1[nH]n(-c2ccccc2)c(=O)c1C(C[N+](=O)[O-])c1ccccc1Cl` (stereo not given)?
SDO1 yeast rescue: 0.45; INS promoter inh: -50; SDO1 yeast rescue Rescue 24 h: 0.5

How did CNC(=O)C1CC(=O)N(Cc2ccc3c(c2)OCO3)C(=Nc2ccc(OC)cc2)S1 (stereo not given) do in these assays?
SDO1 yeast rescue: -0.41; SDO1 yeast rescue Rescue 24 h: -0.82

What do the screens show for `O=C(NCCN1CCOCC1)c1ccc2ccccc2n1`?
SDO1 yeast rescue: 1; INS promoter inh: 59; SDO1 yeast rescue Rescue 24 h: 0.67

Results for O=C(NCc1cccs1)c1cccc(N2CCCC2=O)c1 ?
SDO1 yeast rescue: -0.03; INS promoter inh: 36; SDO1 yeast rescue Rescue 24 h: -1

Results for Cc1ccc(SCCC(=O)Nc2ccccc2C(=O)N2CCOCC2)cc1 ?
SDO1 yeast rescue: 4.1*; INS promoter inh: -21; SDO1 yeast rescue Rescue 24 h: 4.2*

What do the screens show for `O=C(CC(=O)Nc1ccc(Cl)c(Cl)c1)N/N=C/c1ccc(O)cc1`?
SDO1 yeast rescue: 0.63; INS promoter inh: -21; SDO1 yeast rescue Rescue 24 h: 0.16

What do the screens show for `c1ccc(N2CCN(Cc3ccnc4ccccc34)CC2)cc1`?
SDO1 yeast rescue: 0.19; INS promoter inh: -50; SDO1 yeast rescue Rescue 24 h: -0.21

What do the screens show for `CCN1CCN(C(=S)NCc2ccc(C)cc2)CC1`?
SDO1 yeast rescue: 0.01; SDO1 yeast rescue Rescue 24 h: -0.89

Results for Cn1c(CN2CCCC2)nc2cc(NS(=O)(=O)c3ccccc3)ccc21 ?
SDO1 yeast rescue: -0.01; INS promoter inh: -190; SDO1 yeast rescue Rescue 24 h: -1.5

What do the screens show for `Cc1cc(C)nc(Nc2n[nH]c(COc3ccccc3)n2)n1`?
SDO1 yeast rescue: -0.51; SDO1 yeast rescue Rescue 24 h: -0.52

Results for Cc1cccc2c1Sc1ccccc1CC2=O ?
SDO1 yeast rescue: -0.66; INS promoter inh: 45; SDO1 yeast rescue Rescue 24 h: -0.43

How did C=C(C)CSc1nc2ncccc2[nH]1 do in these assays?
SDO1 yeast rescue: 0.5; INS promoter inh: 71*; SDO1 yeast rescue Rescue 24 h: -0.23

Results for COc1cccc(/C=N/NC(=O)Cn2nc(C)c([N+](=O)[O-])c2C)c1O ?
SDO1 yeast rescue: 1.8; SDO1 yeast rescue Rescue 24 h: 2

How did CCOC(=O)c1ccc(NC(=O)CN2C(=O)C(=O)N(CC(C)C)C2=O)cc1 do in these assays?
SDO1 yeast rescue: 1.3; INS promoter inh: 7; SDO1 yeast rescue Rescue 24 h: 1.2

In the list so far, these have a nitro group on carbon.
What do the screens show for `Cc1[nH]n(-c2ccccc2)c(=O)c1C(C[N+](=O)[O-])c1ccccc1Cl` (stereo not given)?
SDO1 yeast rescue: 0.45; INS promoter inh: -50; SDO1 yeast rescue Rescue 24 h: 0.5

Results for COc1cccc(/C=N/NC(=O)Cn2nc(C)c([N+](=O)[O-])c2C)c1O ?
SDO1 yeast rescue: 1.8; SDO1 yeast rescue Rescue 24 h: 2

More structures
How did CCCCCC/C(C)=C1/SC(=S)NC1=O do in these assays?
SDO1 yeast rescue: -1.9; INS promoter inh: -3; SDO1 yeast rescue Rescue 24 h: -1.1

What do the screens show for `Cc1cc(C)c2c(n1)nn1c(C)c(CCC(=O)NCc3ccco3)c(C)nc21`?
SDO1 yeast rescue: -0.43; INS promoter inh: 60; SDO1 yeast rescue Rescue 24 h: -1.4

How did C=CCOc1ccccc1/C=c1\sc2nc(-c3oc4ccccc4c3C)nn2c1=O do in these assays?
INS promoter inh: 49

What do the screens show for `Clc1ccc(C2=CSC3=Nc4cccc5cccc(c45)N23)cc1`?
SDO1 yeast rescue: -0.62; INS promoter inh: -44; SDO1 yeast rescue Rescue 24 h: -0.12

How did O=C(Nc1cccc(S(=O)(=O)Nc2ccc(Cl)cc2)c1)c1ccc2c(c1)OCCO2 do in these assays?
SDO1 yeast rescue: -1.4; SDO1 yeast rescue Rescue 24 h: -1.5

Results for Cc1cc(Cl)ccc1NC(=S)N1CCC(C(N)=O)(N2CCCCC2)CC1 ?
SDO1 yeast rescue: 0.41; INS promoter inh: -30; SDO1 yeast rescue Rescue 24 h: 0.44

How did COc1ccc(OC)c(N(CC(=O)NCCSc2ccccc2)S(C)(=O)=O)c1 do in these assays?
SDO1 yeast rescue: -0.14; SDO1 yeast rescue Rescue 24 h: -0.11

Results for CC(C)(C)N1CSC(=S)N(Cc2ccccc2)C1 ?
INS promoter inh: -4

How did Nc1cccc2cnccc12 do in these assays?
SDO1 yeast rescue: 0.13; SDO1 yeast rescue Rescue 24 h: 0.56

What do the screens show for `O=c1cc(O)c(-c2ccccc2Cl)c(Cl)[nH]1`?
SDO1 yeast rescue: -0.3; INS promoter inh: -31; SDO1 yeast rescue Rescue 24 h: -1.1

What do the screens show for `Cc1cc(C)c(OCCCCn2cnc3ccccc3c2=O)c(C)c1`?
SDO1 yeast rescue: -1.1; INS promoter inh: -57; SDO1 yeast rescue Rescue 24 h: -1.2

How did CCOC(=O)c1c(-c2ccc(C)cc2)csc1NC1=NS(=O)(=O)c2ccccc21 do in these assays?
SDO1 yeast rescue: -0.11; INS promoter inh: 30; SDO1 yeast rescue Rescue 24 h: 0.99

Results for Cc1ccc(S(=O)(=O)Nc2cc(C(C(=O)OC(C)C)C(=O)C(F)(F)F)c(O)c3ccccc23)c(C)c1 (stereo not given) ?
SDO1 yeast rescue: -1.4; SDO1 yeast rescue Rescue 24 h: -1.3

How did Nc1nc2n(n1)C(c1cccc(Br)c1)CC(c1ccc(F)cc1)N2 (stereo not given) do in these assays?
SDO1 yeast rescue: 0.26; SDO1 yeast rescue Rescue 24 h: -0.01

Results for CO/N=C/c1ccc(N2CCN(C(=O)c3ccc(F)cc3)CC2)c([N+](=O)[O-])c1 ?
SDO1 yeast rescue: 0.36; INS promoter inh: 16; SDO1 yeast rescue Rescue 24 h: -0.18

How did CCOc1ccc(C(=O)c2cc([N+](=O)[O-])ccc2N2CCOCC2)cc1 do in these assays?
SDO1 yeast rescue: -0.76; INS promoter inh: -358; SDO1 yeast rescue Rescue 24 h: -0.26

Results for Cc1noc(C)c1C(=O)N1CC(C)OC(C)C1 (stereo not given) ?
SDO1 yeast rescue: 0.43; INS promoter inh: 25; SDO1 yeast rescue Rescue 24 h: 0.48

What do the screens show for `COc1ccc(C(=O)NCCc2ccc(F)cc2)cc1OC`?
INS promoter inh: 24

Results for COc1ccccc1CN(Cc1nc2ccccc2c(=O)[nH]1)C(=O)Nc1cccc(C)c1 ?
SDO1 yeast rescue: -1.2; INS promoter inh: -25; SDO1 yeast rescue Rescue 24 h: -1

Results for O=C(c1ccc(N2C(=O)CCC2=O)cc1)N1CCN(c2ccccc2)CC1 ?
SDO1 yeast rescue: 0.12; SDO1 yeast rescue Rescue 24 h: 0.01

What do the screens show for `COC(=O)Cc1cc(OC)c(OC)cc1S(=O)(=O)N(C)C`?
INS promoter inh: -41

Results for COc1ccc(NC(=O)CCN2CCN(S(=O)(=O)c3cc(Cl)ccc3OC)CC2)cc1 ?
SDO1 yeast rescue: 0.69; INS promoter inh: 8; SDO1 yeast rescue Rescue 24 h: 0.95

Results for COc1ccc(-c2noc(-c3ccc(C)cc3)n2)cc1 ?
SDO1 yeast rescue: -0.64; INS promoter inh: -1; SDO1 yeast rescue Rescue 24 h: -0.04

What do the screens show for `CCC(NC(=O)COc1ccc([N+](=O)[O-])cc1)c1ccccc1` (stereo not given)?
INS promoter inh: 67*

What do the screens show for `O=C(COC(=O)CC12CC3CC(CC(C3)C1)C2)Nc1cccnc1Cl`?
INS promoter inh: 5

What do the screens show for `Clc1ccc(C2=C3CCCCn4c(-c5ccccc5)c[n+](c43)C2)cc1`?
SDO1 yeast rescue: -2.2; INS promoter inh: -8; SDO1 yeast rescue Rescue 24 h: -0.89

Results for CCOc1ccc(S(=O)(=O)NCc2ccc(Cl)cc2)c2cccnc12 ?
SDO1 yeast rescue: 0.37; INS promoter inh: 0; SDO1 yeast rescue Rescue 24 h: -0.1

How did CCCCC(=O)Nc1ccccc1N1CCN(c2ccccc2)CC1 do in these assays?
INS promoter inh: -14

How did Cc1nn(C)cc1/C=N/O do in these assays?
SDO1 yeast rescue: 1.7; INS promoter inh: -29; SDO1 yeast rescue Rescue 24 h: 2.1

How did Cc1nc2ccc(S(=O)(=O)Nc3cc(-c4nc5cccnc5s4)ccc3C)cc2s1 do in these assays?
SDO1 yeast rescue: -2.1; INS promoter inh: -32; SDO1 yeast rescue Rescue 24 h: -2.5

How did O=C(Nc1ccc2nc(-c3cccs3)c(-c3cccs3)nc2c1)NC1CC1 do in these assays?
SDO1 yeast rescue: -2.7; INS promoter inh: 17; SDO1 yeast rescue Rescue 24 h: -1.5

How did CCN(CC)C(=O)CSc1nc(-c2cccs2)cc(-c2cccs2)c1C#N do in these assays?
SDO1 yeast rescue: -1.6; INS promoter inh: -119; SDO1 yeast rescue Rescue 24 h: 0.03

Results for CCOC(=O)C1CCN(C(=O)C2CCN(S(=O)(=O)CC)CC2)CC1 ?
SDO1 yeast rescue: -0.42; SDO1 yeast rescue Rescue 24 h: -0.96

What do the screens show for `CCN(CC1CCCO1)C(=O)CCc1nnc(Cc2ccc3c(c2)OCO3)o1` (stereo not given)?
INS promoter inh: -5

What do the screens show for `Cc1c(CNC2CCC(C)CC2)c(C(=O)O)c(C)n1Cc1ccccc1` (stereo not given)?
SDO1 yeast rescue: 0.4; INS promoter inh: -4; SDO1 yeast rescue Rescue 24 h: 0.58

How did CC(=O)SC(C)CC(=O)Nc1ccccc1 (stereo not given) do in these assays?
SDO1 yeast rescue: 0.78; SDO1 yeast rescue Rescue 24 h: 0.43

How did O=C(/C=C/Nc1ccc(F)cc1)c1ccc(Oc2ncccn2)cc1 do in these assays?
SDO1 yeast rescue: 0.01; INS promoter inh: 36; SDO1 yeast rescue Rescue 24 h: 0.88

What do the screens show for `CCOC(=O)c1c(-c2ccc(-c3ccccc3)cc2)csc1NC(=O)C1C2CCC(O2)C1C(=O)O` (stereo not given)?
SDO1 yeast rescue: -0.54; INS promoter inh: 0; SDO1 yeast rescue Rescue 24 h: -0.76

How did Cc1ccccc1OCCc1c(C)[nH]c(=S)[nH]c1=O do in these assays?
INS promoter inh: -264

How did O=C(Cc1cccs1)Nc1ccccc1NC(=O)Cc1cccs1 do in these assays?
SDO1 yeast rescue: 0.08; INS promoter inh: 0; SDO1 yeast rescue Rescue 24 h: -0.34

What do the screens show for `O=C(CCCN1C(=O)CCC1=O)Nc1cccc(C(F)(F)F)c1`?
SDO1 yeast rescue: 1.3; INS promoter inh: inconclusive; SDO1 yeast rescue Rescue 24 h: 1.9

How did COc1ccccc1NC(=O)N1CCCC1C(=O)Nc1nnc(C(C)C)s1 (stereo not given) do in these assays?
SDO1 yeast rescue: 1.2; INS promoter inh: -62; SDO1 yeast rescue Rescue 24 h: 1.1

What do the screens show for `COc1cc(OC)cc(C(=O)NC(=S)NCCc2ccccc2)c1`?
SDO1 yeast rescue: -1.8; INS promoter inh: -47; SDO1 yeast rescue Rescue 24 h: -0.8

Of the compounds above, 2 contain bromine.
How did O=C(CCS(=O)(=O)c1ccc(Br)cc1)N1CCN(c2ccc(Cl)cc2)CC1 do in these assays?
SDO1 yeast rescue: -0.49; INS promoter inh: -37; SDO1 yeast rescue Rescue 24 h: -0.78

How did Nc1nc2n(n1)C(c1cccc(Br)c1)CC(c1ccc(F)cc1)N2 (stereo not given) do in these assays?
SDO1 yeast rescue: 0.26; SDO1 yeast rescue Rescue 24 h: -0.01
